Screening data: PubChem, National Center for Advancing Translational Sciences (NCATS)
D2 potentiator: positive allosteric modulators of human D2 dopamine receptor; potentiation, % at 10 µM; hit rate 0.34% among 340,000; P14416; AID 485347; HEK293 T-REx D2, calcium flux, EC20 dopamine potentiation;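 active = potentiation over 3 SD above the plate norm, cut at about 30% in these data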; also: 0% is about no effect
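Primary screen. Calcium kinetics in induced HEK293 T-REx D2 cells: compound pre-addition 180 s, EC20 dopamine, 180 s more.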
D1 PAM: enhances dopamine response at the human D1 receptor. HEK293 TREx D1 cells, calcium flux, dopamine EC20 potentiation. hit rate 0.036% among 360,000. potentiation, % at 10 µM. P21728; in the data active = potentiation above about 30%; also: 0% is about no effect
Target sequence (P21728 whole entry, looked up): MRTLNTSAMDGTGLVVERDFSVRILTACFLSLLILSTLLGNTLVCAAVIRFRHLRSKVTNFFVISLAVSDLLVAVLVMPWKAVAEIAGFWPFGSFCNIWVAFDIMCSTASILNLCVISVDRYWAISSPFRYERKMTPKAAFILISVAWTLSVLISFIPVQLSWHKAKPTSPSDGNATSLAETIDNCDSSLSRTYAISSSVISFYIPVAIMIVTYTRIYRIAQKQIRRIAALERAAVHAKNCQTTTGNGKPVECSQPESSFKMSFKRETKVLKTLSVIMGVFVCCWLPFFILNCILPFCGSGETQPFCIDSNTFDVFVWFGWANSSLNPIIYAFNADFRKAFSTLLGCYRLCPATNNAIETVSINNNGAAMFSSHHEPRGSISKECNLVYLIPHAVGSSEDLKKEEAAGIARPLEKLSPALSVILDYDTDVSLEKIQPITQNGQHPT
Vif-APOBEC3G blk: inhibitors of Vif-APOBEC3G interaction; Q9HC16; HeLa A3G-eYFP + Vif (tagged APOBEC3G with the HIV-1 protein that degrades it), YFP fluorescence, overnight; Potency, µM (series often up to 46.1 µM), for inactives: at the top dose activity, negative = active, hits mostly inhibitors; hit rate 0.076% among 410,000;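 also: potency is read from the fitted curve at half-maximal effect; % is scaled to controls: 0 for no effect and ±100 for the full control effect; nearly all actives have a fitted effect of over 60% in size; hits raise eYFP signal because A3G escapes Vif-driven loss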
Target sequence (Q9HC16 whole entry, looked up): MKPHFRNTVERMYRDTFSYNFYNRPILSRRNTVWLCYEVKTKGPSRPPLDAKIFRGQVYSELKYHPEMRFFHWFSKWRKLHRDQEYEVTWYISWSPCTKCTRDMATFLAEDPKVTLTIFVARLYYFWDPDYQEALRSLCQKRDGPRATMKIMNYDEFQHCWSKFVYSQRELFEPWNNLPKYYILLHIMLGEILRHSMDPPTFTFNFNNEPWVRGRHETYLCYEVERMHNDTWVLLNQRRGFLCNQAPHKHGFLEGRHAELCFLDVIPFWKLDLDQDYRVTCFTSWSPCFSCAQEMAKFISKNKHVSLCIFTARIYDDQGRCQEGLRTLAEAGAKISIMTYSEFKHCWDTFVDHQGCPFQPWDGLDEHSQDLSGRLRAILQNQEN
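Read-out is eYFP fluorescence (Ex 488/Em 500-530) from Vif-expressing HeLa A3G-eYFP cells; more signal means A3G escaped Vif-mediated degradation. Cells plated overnight, compound pinned in, incubated overnight at 37 deg C.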
Glioma ERSR ind: inducers of ER stress response in human glioma cells | AID 602332 | U87-MG GRP78 promoter luciferase reporter, 16 h | Potency, µM, without a hit: at the top dose activation, actives largely listed as activators | hit rate 0.02% among 420,000; also: potency is read from the fitted curve at half-maximal effect; series mostly up to about 76 µM; % of control where 0% means no effect; nearly all actives have a fitted effect of over 35% in size
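Stably transfected U87-MG human glioma cells carrying a GRP78-based luminescent sensor were seeded at 1000 cells/well, pin-dosed with compounds and incubated 16 h. Luciferase reagent was then added, and end-point luminescence was read after 10 min at room temperature.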
LDHA block: blocks human lactate dehydrogenase A | purified LDHA, NADH/diaphorase-resazurin fluorescence; hits give low values | activity change, % (values are at about 110 or 230 µM) | hit rate 0.15% among 480,000; in the data active = activity change below about -30%; inconclusive = mostly about -25% to -30%;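 also: plate controls were DMSO wells for no effect and wells without enzyme for full effect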
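Remaining NADH was detected by diaphorase (0.133 mg/mL) converting 37 µM resazurin to fluorescent resorufin, read at 0 and 20 minutes. The preceding 5-minute room-temperature reaction used 2 nM LDHA, 0.2 mM sodium pyruvate and 0.06 mM NADH at pH 7.4.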
RXFP1 ag: activates the human relaxin receptor RXFP1; Q9HBX9; HEK293T-RXFP1 cAMP TR-FRET, 30 min; response scale: percent of porcine relaxin response, buffer zero; Potency, µM (doses to about 57.5 µM), inactives show top-dose activation, most hits filed as activators; hit rate 0.3% among 370,000; AID 2676; also: potency is read from the fitted curve at half-maximal effect; % is scaled to controls: 0 for no effect and ±100 for the full control effect; nearly all actives have a fitted effect of over 60% in size; many of its hits are not listed in these tables
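Agonist response is measured as cAMP accumulation in an RXFP1-transfected HEK293T line under PDE4 inhibition. Values are scaled between buffer-only and 29 nM porcine relaxin, and EC50s come from standard Hill equation fits.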
Vif-A3F inh: inhibitors of Vif-A3F interaction; Potency, µM (titrated, usually from 46.1 µM), for inactives: at the highest dose activity, negative = active; HeLa A3F-eYFP + Vif (tagged APOBEC3F with the HIV-1 protein that degrades it), YFP fluorescence increase; hit rate 0.2% among 390,000; also: potency is read from the fitted curve at half-maximal effect; % of control where 0% means no effect; nearly all actives have a fitted effect of over 65% in size
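HeLa cells stably expressing Vif plus C-terminally eYFP-tagged A3F were seeded, incubated overnight at 37 deg C, dosed with compound, incubated overnight again at 37 deg C. Yellow fluorescence (Ex 488/Em 500-530) reported blocked Vif-mediated A3F-eYFP degradation.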
D1 antag: human D1 dopamine receptor antagonism; P21728; activity change, negative = inhibition, % at 10 µM; AID 504652; HEK293 TREx D1 cells, calcium flux, dopamine EC80; hits give low values; hit rate 3.2% among 360,000; in the data active = activity change below about -30%; also: % is scaled to controls: 0 for no effect and ±100 for the full control effect
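After overnight tetracycline induction at 30 C, force-coupled D1 HEK293 cells took up a no-wash calcium dye at room temperature. Compounds were added and monitored 180 s, and the response to EC80 dopamine was then recorded.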
D1 ag: activates the human D1 dopamine receptor; P21728; HEK293 T-REx D1 cells, calcium flux, agonist mode; activation, % at 2 µM; hit rate 1% among 360,000; in the data active = activation above about 30%; also: 0% is about no effect
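Inducible HEK293 T-REx D1 cells, force-coupled to calcium signalling, were plated at 4000 cells/well with tetracycline and held overnight at 30 C. After no-wash calcium dye loading, compound-evoked calcium rise over 180 s flagged agonists.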
* hit, by the source's call; ? = inconclusive; . = no result given; & = joins results of further samples. Unless noted, calls follow the shape of the dose curve; as a rule, active = well fitted curve in the direction sought with a large enough effect; inconclusive = small, poorly fitted or top-dose-only effect, or another doubt; inactive = no such curve, though single readings can be large; an effect the other way counts as inactive or inconclusive.

SMILES	D2 potentiator	D1 PAM	Vif-APOBEC3G blk	Glioma ERSR ind	LDHA block	RXFP1 ag	Vif-A3F inh	D1 antag	D1 ag
Cc1cc(Cl)nc(-c2ccccc2O)n1	-1	0	-4%	-3%	-5	-0.7%	4%	5	2
N#CCCN(C(=S)Nc1ccc(S(=O)(=O)N2CCOCC2)cc1)c1ccccc1F	4	-2	-1%	-3%	0	0.5%	?	-12	8
NC(=O)CCCCC(=O)OCCCc1cccs1	31*	7	0%	-1%	-13	-1.0%	1%	-10	2
COc1ccc(NC(=O)N(C)C[C@H]2Oc3ccc(NC(=O)Nc4c(C)noc4C)cc3C(=O)N([C@H](C)CO)C[C@@H]2C)cc1	.	.	-2%	-2%	7	.	6%	.	.
COc1ccc(-c2noc(-c3cc(C)cc(C)c3)n2)cc1OC	2	3	1%	-1%	-3	-1.2%	-23%	9	1
Cc1c(-c2cccs2)[n+](=O)c2c(n1[O-])CCCCC2	-6	1	1%	-5%	-7	1.0%	-6%	3	1
O=C(CN(C(=O)c1csnn1)c1ccc(F)c(Cl)c1)NCc1ccc2c(c1)OCO2	10	-5	1%	-1%	-6	0.2%	8%	-3	1
COC(=O)C1CCN(C(=O)C2CC(=O)N(c3ccc(C)c(Cl)c3)C2)CC1 (stereo not drawn)	.	.	7%	0%	-1	.	13%	.	.
CC(=O)Nc1ccc(S(=O)(=O)N[C@@H](C)C(=O)OCC(=O)Nc2ccc3c(c2)OCCO3)cc1	.	.	4%	-3%	-5	.	9%	.	.
C=CCNC(=O)c1ccc(NC(=O)CC2SC(N3CCCC3)=NC2=O)cc1 (stereo not drawn)	7	-8	-1%	-3%	-11	-1.0%	4%	4	1
O=C(N1CCCCC1)N1CCN(c2ccc(Cl)cc2)CC1	-5	1	5%	-2%	2	0.3%	2%	-4	-3
COc1ccc(CNS(=O)(=O)c2ccc(Br)s2)cc1	0	-7	0%	-1%	-1	0.3%	0%	-9	2
CCCNC(=O)N[C@@H](Cc1ccccc1)C(=O)OC	-3	-12	3%	-1%	-8	-0.6%	-2%	0	0
CC(C)=CCc1c(O)cc2c(c1O)C(=O)CC(c1ccccc1)O2 (stereo not drawn)	.	.	-5%	-1%	-4	.	-9%	.	.
COCCSc1nnc(NC(=O)C2CC(=O)N(c3ccc(OC)cc3)C2)s1 (stereo not drawn)	1	9	0%	-2%	-8	1.9%	3%	0	2
CCOC(=O)N1CCN(C(=O)CN(Cc2ccccc2)S(=O)(=O)c2ccc(OC)c(C)c2)CC1	.	-2	0%	-2%	-4	-0.2%	-1%	6	1
Cc1ccc2oc(-c3ccc(C)c(NC(=O)Cc4cccs4)c3)nc2c1	4	6	-3%	6%	-5	-0.1%	7%	5	1
CCN(CC)S(=O)(=O)c1cccc(C(=O)N/N=C(\C)c2cccs2)c1	-3	18	4%	-3%	-5	2.2%	26%	-7	4
COc1ccc(N2CCN(C(=O)CNC(=O)c3ccc(C(C)(C)C)cc3)CC2)cc1	3	1	-5%	-5%	8	0.0%	-9%	-14	6
Cc1cccc(-c2nc3c4ccccc4nc(NCc4ccccc4Cl)n3n2)c1	5	-5	-6%	-1%	-3	9.1%	-7%	5	2
CCOc1cccc(-c2c(C(=O)N/N=C/c3cccnc3)nnn2-c2nonc2N)c1	12	1	1%	-2%	-4	-0.4%	0%	2	5
COc1ccc(-c2cn3nc(N4CCC(C(=O)Nc5ccc(Cl)cc5C)CC4)sc3n2)cc1	1	-2	5%	-1%	-18	-1.2%	6%	3	-1
C=CCCC1(C)C(=O)N(c2ccccc2)c2ccccc21 (stereo not drawn)	2	2	-21%	-1%	3	0.3%	-39%	10	2
CCOC(=O)c1ccc(N2CCOCC2)c(NC(=O)c2nccnc2C(=O)O)c1	3	-7	-2%	14%	-1	-0.9%	4%	-16	2
Cc1cc(C)nc(N/N=C/c2ccccc2)n1	6	-1	2%	5%	-1	0.7%	0%	12	-1
O=C(c1ccc(Cl)cc1)[C@@H]1[C@@H]2C(=O)N(c3cccc4ccccc34)C(=O)[C@@H]2C2c3ccccc3C=NN21 (stereo partly drawn)	-9	0	-12%	1%	-1	1.9%	4%	-9	23
O=C(CCN1C(=O)C2C3C=CC(C3)C2C1=O)NCc1cccnc1 (stereo not drawn)	-2	-2	-2%	-5%	1	-0.6%	-5%	4	3
CCOc1cccc(C(=O)NC(=S)Nc2cccnc2)c1	.	5	-1%	5%	-3	-0.8%	-1%	3	2
O=C(O)c1cc(-c2ccccc2)n(-c2ccccc2C(=O)O)n1	7	-2	3%	9%	-4	0.5%	-6%	-8	6
Cc1cc(NC(=O)COCc2cc(-c3ccc(F)cc3)on2)ccc1Br	-6	-1	6%	-4%	4	-1.7%	8%	1	11
Cc1cc(S(=O)(=O)Cc2noc(-c3c(C)noc3C)n2)c(C)cc1Cl	-2	-2	3%	-9%	-6	-0.2%	10%	4	4
COC(=O)c1ccc(CNCC(=O)Nc2ccc(C(=O)OC)cc2)cc1	-1	-3	0%	5%	-1	0.2%	-2%	-14	4
C=CCC(NCc1ccccc1)c1ccco1 (stereo not drawn)	41*	-13	-1%	1%	1	2.9%	7%	-57*	1
CCOC(=O)c1cc2c(ccn2-c2ccc(F)cc2)n1CC(=O)N1CCN(C(=O)c2ccco2)CC1	-14	-4	-3%	-6%	1	4.9%	.	-11	1
O=C(Nc1ccccc1)C1CCCN(C(=O)c2ccc(F)cc2)C1 (stereo not drawn)	-8	-2	1%	-1%	-5	-2.0%	4%	26	1
COc1ccc(N2CC(C(=O)Nc3ccc(S(=O)(=O)Nc4nc(C)cc(C)n4)cc3)CC2=O)cc1 (stereo not drawn)	0	4	1%	3%	-1	1.9%	-9%	2	4
Clc1cccc(CNCCNCc2cccc(Cl)c2)c1	-27	-3	2%	-5%	-3	1.4%	-7%	0	1
CN(C)c1nc(SCCOC(=O)Nc2ccccc2)nc(N(C)C)n1	4	6	-3%	-1%	2	1.8%	-30%	-18	6
O=C(O)CC(C(=O)NC1CCCCC1)C1CCCO1 (stereo not drawn)	-2	1	-1%	2%	-6	-0.8%	-1%	-5	0
CCc1ccc(OCC(O)CN2CCCC2)cc1 (stereo not drawn)	-13	-2	-1%	-2%	-5	0.2%	-3%	17	1
CC(=O)c1ccc(Nc2ccc([N+](=O)[O-])c3nonc23)cc1	-1	-1	?	-1%	-2	-0.5%	-25%	-2	23
CCOc1ccc(Nc2nc(N)c([N+](=O)[O-])c(N3CCN(C)CC3)n2)cc1	-17	-8	-2%	-1%	2	-1.8%	3%	-8	0
O=C(NCCc1cccs1)c1ccc(Cn2c(SCc3ccc(F)cc3)nc3cccnc32)cc1	3	-4	-4%	-2%	-8	6.7%	1%	-15	4
CS(=O)(=O)N1CCC(Oc2ccccc2C(=O)N2CCC[C@H]2CO)CC1	19	-5	2%	3%	-7	0.7%	0%	14	2
COc1ccc(OC)c(-n2nnnc2SCC(=O)N2CCN(C(=O)c3ccco3)CC2)c1	4	-2	0%	-8%	-1	-0.9%	7%	4	2
CCOC(=O)c1ccc(Cn2cnc3ccccc3c2=O)cc1	14	2	2%	7%	-4	1.1%	5%	5	7
COc1ccc(Cn2c(CO)cnc2SCC(=O)NCc2ccco2)cc1	10	1	1%	0%	1&-9	0.5%	10%	5	2
O=C1CCC(C(=O)O)(c2ccccc2)C1 (stereo not drawn)	-3	-6	.	.	.	-0.2%	.	2	4
CN(C(=O)COC(=O)c1nc(Cl)ccc1Cl)C1CCS(=O)(=O)C1 (stereo not drawn)	.	-9	-3%	-3%	-3	-0.5%	-7%	4	1
Cc1c(CC(=O)NC(C)C)c(=O)oc2cc3c(cc12)CCC(C)(C)O3	8	-1	0%	9%	-6	2.7%	0%	-12	0
CCn1c(=O)c(C(=O)Nc2ccccc2)c(O)c2ccccc21	5	-2	0%	1%	-8	-0.3%	1%	-3	3
CN(C#N)c1nc(Cl)nc(Nc2cccc(Cl)c2)n1	6	4	-15%	14%	-5	-1.0%	1%	-3	0
COC(=O)C1OC2(OC1C(=O)OC)c1ccccc1-c1ccccc12 (stereo not drawn)	8	2	0%	-4%	-1	-0.8%	2%	12	2
COc1cc(/C=C/C(=O)O)cc(Br)c1O	-15	-5	1%	-1%	-5	0.0%	7%	-19	3
Cc1cccc(C)c1NC(=O)c1ccc(OCc2c(C)noc2C)cc1	.	.	-15%	-2%	-1	.	-9%	.	.
CC(C)C1C(=O)N(Cc2cn(CCC3OCCCO3)nn2)CCS(=O)(=O)N1Cc1ccc(-c2ccc(Cl)nc2)cc1 (stereo not drawn)	.	.	-6%	1%	-2	.	6%	.	.
COc1ccc(-c2csc(NC(=O)C3CC(=O)N(Cc4ccco4)C3)n2)cc1 (stereo not drawn)	2	-5	-1%	1%	-7	0.3%	0%	7	4
COc1cccc(Nc2cc(C)nc3ccccc23)c1	-3	-8	-4%	-5%	0	-1.1%	-3%	-19	7
O=C(c1ccccc1)c1cccn1CC(=O)N1CCc2ccccc2C1	-11	1	-5%	1%	-2	0.7%	1%	10	1
Cc1ccc(S(=O)(=O)N2[C@@H](c3cccc(C)c3)C(C(=O)O)=C[C@H]2C(C)(C)C)cc1	.	.	3%	0%	-5	.	2%	.	.

Three consecutive records already listed, for reference:
SMILES	D2 potentiator	D1 PAM	Vif-APOBEC3G blk	Glioma ERSR ind	LDHA block	RXFP1 ag	Vif-A3F inh	D1 antag	D1 ag
CC(C)C1C(=O)N(Cc2cn(CCC3OCCCO3)nn2)CCS(=O)(=O)N1Cc1ccc(-c2ccc(Cl)nc2)cc1 (stereo not drawn)	.	.	-6%	1%	-2	.	6%	.	.
COc1ccc(-c2csc(NC(=O)C3CC(=O)N(Cc4ccco4)C3)n2)cc1 (stereo not drawn)	2	-5	-1%	1%	-7	0.3%	0%	7	4
COc1cccc(Nc2cc(C)nc3ccccc23)c1	-3	-8	-4%	-5%	0	-1.1%	-3%	-19	7

Only part of the results is shown; count on the stated rates, not on these rows.
